From PubChem BioAssay
POLI inh = DNA polymerase iota (human) inhibition | Q9UNA4 | Pol iota fluorescent replication assay, 10 min | Potency, µM (series often up to 115 µM), for the others: at the top dose activity, negative = inhibition, most hits filed as inhibitors | actives 1% (n = 390,000) | AID 588590
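Pol iota at 10 nM preincubated 15 min with compounds at room temperature; reaction started with fluorescent substrate, 50 nM final. Fluorescence read kinetically at 0 and 10 min; buffer-only wells as negative control.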
BAZ2B block = BAZ2B (human) inhibition. Q9UIF8. actives 4.4% (n = 360,000). Potency, µM (highest dose often 114 µM), inactives show top-dose activity change, negative = inhibition, hits mostly inhibitors. AID 504333. AlphaScreen BAZ2B-H3K14Ac peptide displacement; further: on the % scale 0 is the no-effect control and ±100 the full control effect; nearly all actives have a fitted effect of over 60% in size
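Complex of BAZ2B and biotin-H3K14Ac (50 nM apiece) forms over 30 min at RT, then faces library compounds up to 110 uM for another 30 min; AlphaScreen beads added, 20 min dark incubation, luminescence read.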
BLM inh = inhibitors of human Bloom syndrome helicase BLM; P54132; recombinant BLM DNA unwinding, fluorescence dequenching; Potency, µM (titrated, usually from 56.1 µM), without a hit: top-dose activity change, negative = inhibition, most hits filed as inhibitors; actives 0.2% (n = 350,000);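 further: plate controls were vehicle for no effect and no enzyme for full effect; nearly all actives have a fitted effect of over 35% in size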
JMJD2A Tudor inh = blocks the human JMJD2A Tudor domain; AlphaScreen JMJD2A-Tudor / H3K4me3 peptide binding; O75164; Potency, µM (titrated, usually from 114 µM), for the others: top-dose activity change, negative = inhibition, actives largely listed as inhibitors; actives 4.4% (n = 390,000); further: on the % scale 0 is the no-effect control and ±100 the full control effect; nearly all actives have a fitted effect of over 50% in size
Pin1 inhibitor = human Pin1 inhibition | Pin1 FP peptide displacement, HiFluor488, 10 min | Potency, µM (series often up to 115 µM), inactives show at the top dose activity, negative = inhibition, actives largely listed as inhibitors | actives 0.009% (n = 390,000) | AID 504891; active means well fitted inhibition curve with a large enough effect in the polarisation, with a control signal flat, not every such curve was filed as active; inconclusive means small, poorly fitted or top-dose-only effect, or effect the other way, or a change in a side signal; inactive means no such curve, though single readings can be large or run the other way; the % refers to the polarisation; further: on the % scale 0 is the no-effect control and ±100 the full control effect
Target sequence (Q13526 whole entry, looked up): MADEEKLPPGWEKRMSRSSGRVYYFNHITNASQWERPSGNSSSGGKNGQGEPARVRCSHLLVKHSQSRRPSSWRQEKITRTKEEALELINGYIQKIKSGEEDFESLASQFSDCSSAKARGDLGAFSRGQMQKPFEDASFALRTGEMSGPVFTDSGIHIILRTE
HP1b chromo inh = HP1-beta chromodomain-methylated histone interaction inhibition; P83916; AlphaScreen HP1-beta / biotin-H3K9me3 peptide binding; Potency, µM (series often up to 114 µM), for the others: at the top dose activity change, negative = inhibition, usual class: inhibitors; actives 0.56% (n = 390,000); AID 540317; further: nearly all actives have a fitted effect of over 70% in size; inactives centre near 23
Target sequence (P83916 whole entry, looked up): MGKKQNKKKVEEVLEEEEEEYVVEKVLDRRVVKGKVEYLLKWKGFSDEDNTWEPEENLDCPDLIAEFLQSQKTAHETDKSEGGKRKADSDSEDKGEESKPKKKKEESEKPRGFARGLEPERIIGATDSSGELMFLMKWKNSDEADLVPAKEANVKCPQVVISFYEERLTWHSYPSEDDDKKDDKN
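AlphaScreen: HP1-beta (50 nM) preformed 30 min with biotin-H3(1-18)K9me3 peptide (50 nM) in PBS pH 7.4, 0.01% Tween-20. Compound added for 30 min at RT, then streptavidin donor/nickel chelate acceptor beads (10 ug/mL) for 30 min.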
Tb PGK inh = inhibitors of T. brucei phosphoglycerate kinase; PGK/GAPDH coupled, Kinase-Glo luminescence, 60 min; Potency, µM (top dose mostly 57.5 µM), for the others: at the highest dose activity change, negative = inhibition, usual class: inhibitors; actives 0.043% (n = 380,000); AID 602233; further: on the % scale 0 is the no-effect control and ±100 the full control effect; nearly all actives have a fitted effect of over 60% in size
Target sequence (P07378 whole entry, looked up): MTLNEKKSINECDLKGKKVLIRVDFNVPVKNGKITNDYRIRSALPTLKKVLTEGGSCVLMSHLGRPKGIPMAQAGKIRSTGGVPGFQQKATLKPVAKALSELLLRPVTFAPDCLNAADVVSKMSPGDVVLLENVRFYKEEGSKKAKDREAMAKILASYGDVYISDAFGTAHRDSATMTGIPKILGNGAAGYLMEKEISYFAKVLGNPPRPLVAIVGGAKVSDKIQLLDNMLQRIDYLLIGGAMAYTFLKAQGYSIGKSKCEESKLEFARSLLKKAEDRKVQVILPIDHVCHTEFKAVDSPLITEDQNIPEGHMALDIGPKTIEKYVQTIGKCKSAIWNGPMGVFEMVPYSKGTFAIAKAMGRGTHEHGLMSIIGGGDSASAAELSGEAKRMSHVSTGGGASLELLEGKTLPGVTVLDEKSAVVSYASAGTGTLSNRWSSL
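Luminescent ATP detection (Kinase-Glo Plus) follows a 60-minute room-temperature incubation, with wells lacking PGK as controls. Buffer: 100 mM TEA (pH 7.6), 5 mM MgCl2, 0.01% Tween-20. Coupling enzyme GAPDH (100 nM final) supplies unstable 1,3-BPG in-well.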
GLS inhibitor = glutaminase GLS (human) inhibition | AID 624170 | actives 0.21% (n = 410,000) | Potency, µM (top dose mostly 45.5 µM), for the others: top-dose activity change, negative = inhibition, usual class: inhibitors | GLS enzymatic activity, qHTS titration | O94925; further: on the % scale 0 is the no-effect control and ±100 the full control effect
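Read-out is an Amplex red fluorescence increase coupled through glutamate oxidase and HRP, measured before and after 30 min room-temperature incubation. hKGA is in 45 mM KH2PO4 (pH 8.2) with 0.02% Tween-20; glutamine added as 1mM solution.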
G9a block = G9a (human) methyltransferase inhibition. Potency, µM (highest dose often 102 µM), for the others: at the top dose activity, negative = inhibition, hits mostly inhibitors. actives 8.8% (n = 350,000). G9a H3K9 monomethylation, AlphaScreen, 2 h. Q96KQ7; further: on the % scale 0 is the no-effect control and ±100 the full control effect; nearly all actives have a fitted effect of over 75% in size
Target sequence (Q96KQ7 913-1193 limits assumed): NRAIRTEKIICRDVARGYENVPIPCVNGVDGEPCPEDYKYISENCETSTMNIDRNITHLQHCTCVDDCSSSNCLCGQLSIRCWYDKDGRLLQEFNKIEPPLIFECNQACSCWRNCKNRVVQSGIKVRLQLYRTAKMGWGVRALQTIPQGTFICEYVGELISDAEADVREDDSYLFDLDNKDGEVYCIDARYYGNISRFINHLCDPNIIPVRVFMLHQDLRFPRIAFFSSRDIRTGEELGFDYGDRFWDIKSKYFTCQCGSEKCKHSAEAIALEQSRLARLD
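Chemiluminescent proximity detection of H3K9 monomethylation, read after 10 min bead incubation in the dark. Reaction: 20 nM G9a, 500 nM biotin-H3K9 peptide, 20 uM SAM cofactor, 2 h, room temperature, following 15 min enzyme-compound preincubation.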
Numbers without * were called inactive; i = inactive; u = inconclusive; x = not tested or not shown; [ ] = remark or other dose. Unless noted, the call rests on the fitted dose curve; in most records, active means well fitted curve in the direction sought with a large enough effect; inconclusive means small, poorly fitted or top-dose-only effect, or another doubt; inactive means no such curve, though single readings can be large; an effect the other way counts as inactive or inconclusive. Potency means the concentration at half of the fitted maximal effect. These rows are one share of the data; rates above refer to the full screens.

SMILES	POLI inh	BAZ2B block	BLM inh	JMJD2A Tudor inh	Pin1 inhibitor	HP1b chromo inh	Tb PGK inh	GLS inhibitor	G9a block
COc1ccc(CNc2oc(-c3cccc4ccccc34)nc2C#N)cc1	21%	-38%	-6%	-22%	-1%	-8%	-1%	4%	u
COc1ccc(-c2cc(C(=O)OCC(=O)N(C)C)c3ccccc3n2)cc1	6%	40%[activator]	3%	-11%	-5%	58%[activator]	-5%	-8%	-20%[12.7 µM]
N#Cc1ccc(OCC(=O)Nc2nc(-c3cccnc3)cs2)cc1	u	-3%	x	-20%	u	44%[activator]	-1%	0%	23%[12.7 µM]
CCOC(=O)C1=C(COC(=O)CCOc2ccc(C)cc2)NC(=O)NC1C (stereo unspecified)	-4%	-1%	x	-8%	2%	38%[activator]	i	11%	8%[12.7 µM]
O=C(CSc1nnc(CNc2ccc(F)cc2)o1)N1CCCc2ccccc21	8%	u	-6%	u	-7%	-20%	4%	19%	-4%[59 µM]
COc1cc(NC(=O)COC(=O)CO/N=C(\C)c2ccc3c(c2)OCO3)cc(OC)c1	0%	5%	x	-29%	-1%	18%	i	-1%	22%[12.7 µM]
COC(=O)c1cc2oc(C)cc2n1Cc1ccc(C)cc1	19%	-37%	-7%	-23%	10%	22%	-12%	-9%	14µM*
Cc1ccc(NC(=O)CSc2cn(CC(=O)N3CCOCC3)c3ccccc23)cc1Cl	15%	u	-6%	-22%	7%	11%	i	-2%	-29%[59 µM]
CCOc1ccc(-n2c(SCc3nc(-c4ccc(OC)cc4)no3)nnc2-c2ccncc2)cc1	18%	-32%	-2%	-28%	23%	7%	5%	2%	-7%[59 µM]
CC(=O)Nc1ccc(NC(=O)CSc2nccn2Cc2ccccc2)cc1	-2%	-7%	-1%	-19%	0%	52%[activator]	i	-8%	-5%
Cc1cc(C)c(S(=O)(=O)NCC(c2cccnc2)N2CCN(Cc3ccccc3)CC2)c(C)c1 (stereo unspecified)	u	u	-2%	2%	10%	27%	-6%	10%	16%
CCOc1ccc(NC(=S)N(CCN2CCOCC2)Cc2cc3cc4c(cc3[nH]c2=O)OCCO4)cc1	1%	-28%	-6%	u	3%	14%	-8%	1%	u

Looked up one by one from above, 3 records:
SMILES	POLI inh	BAZ2B block	BLM inh	JMJD2A Tudor inh	Pin1 inhibitor	HP1b chromo inh	Tb PGK inh	GLS inhibitor	G9a block
COc1ccc(CNc2oc(-c3cccc4ccccc34)nc2C#N)cc1	21%	-38%	-6%	-22%	-1%	-8%	-1%	4%	u
CCOC(=O)C1=C(COC(=O)CCOc2ccc(C)cc2)NC(=O)NC1C (stereo unspecified)	-4%	-1%	x	-8%	2%	38%[activator]	i	11%	8%[12.7 µM]
CCOc1ccc(-n2c(SCc3nc(-c4ccc(OC)cc4)no3)nnc2-c2ccncc2)cc1	18%	-32%	-2%	-28%	23%	7%	5%	2%	-7%[59 µM]

Additional entries follow:
SMILES	POLI inh	BAZ2B block	BLM inh	JMJD2A Tudor inh	Pin1 inhibitor	HP1b chromo inh	Tb PGK inh	GLS inhibitor	G9a block
O=C(Nc1ccc(Cc2ccncc2)cc1)c1ccc([N+](=O)[O-])o1	-7%	u	-2%	-17%	1%	20%	1%	1%	x
COc1ccc(N(CC(=O)NC(C)C)C(=O)CCC(=O)Nc2ccccn2)cc1	114%[activator]	-9%	-12%	-3%	3%	21%	-2%	-10%	22%
CC1(C)CC(=O)C=C(Nc2cccc(C(F)(F)F)c2)C1	-18%	x	x	9%	-7%	31%	-6%	0%	x
CCCCN(CC)C(=O)c1ccc(Cl)c(Cl)c1	17%	10%	-2%	6%	4%	33%	2%	2%	4%[12.7 µM]
CN(C(=O)COc1ccc([N+](=O)[O-])cc1)C1CCS(=O)(=O)C1 (stereo unspecified)	54%[activator]	5%	-1%	-16%	-1%	32%	7%	3%	x
c1ccc(C(c2ccccc2)c2noc(CN3CCC(c4ccncc4)CC3)n2)cc1	-2%	-26%	-6%	-32%	10%	-1%	6%	2%	-33%
CCN1CCN(CC(=O)Nc2sc3c(c2C#N)CCC3)CC1	-29%	0%	0%	-18%	-1%	22%	i	25%	71µM*
C[C@H](CO)N1C[C@H](C)[C@@H](CN(C)Cc2ccc3c(c2)OCO3)Oc2c(NS(=O)(=O)c3cn(C)cn3)cccc2C1=O	15%	x	x	-23%	-2%	29%	1%	5%	x
CCn1cc(C(=O)NCc2cccs2)c(=O)c2ccc(C)nc21	-4%	-30%	1%	-13%	-3%	7%	2%	3%	-9%[59 µM]
O=C(c1ccsc1)N1CCN(C(=O)c2cccs2)CC1	-7%	0%	1%	-19%	-7%	32%	i	-5%	6%[12.7 µM]
Cc1ccc(S(=O)(=O)N(Cc2ccccc2)c2ccccc2C(=O)N2CCCCC2)cc1	14%	23%	-4%	-12%	0%	39%[activator]	i	-14%	26%
CCc1ccccc1NC(=O)NC1CC2CCC(C1)N2Cc1cccs1 (stereo unspecified)	-19%	3%	0%	-9%	-2%	18%	0%	-1%	-2%
O=C(NCc1ccc(Cl)cc1)C(=O)NCC1CCCN1S(=O)(=O)c1cccs1 (stereo unspecified)	1%	4%	x	-14%	10%	23%	2%	6%	1%
Cc1ccc(NC(=O)N/C=C/c2ccco2)cc1C	40µM*	-33%	-9%	u	89%[activator]	7%	0%	2%	32µM*
CCOC(=O)/C(=N/Nc1ccc(Cl)cc1)S(=O)(=O)c1ccc(Cl)cc1	13%	-6%	-2%	0%	-1%	12%	-13%	3%	3%
CCN=c1sc(C(=O)Nc2ccccc2)c(C)n1CC	-3%	-20%	-5%	-21%	-3%	15%	-5%	28%	-43%
CC1(c2ccccc2)CC(C)(C)N2C(=O)C3(C(C#N)=C(N)Oc4cc(O)ccc43)c3cccc1c32 (stereo unspecified)	u	-38%	-16%	u	11%	u	3%	-2%	-15%[59 µM]
COc1ccc(S(=O)(=O)N2CCN(C(=O)c3sccc3-c3ccccc3)CC2)cc1	-5%	-6%	x	-12%	6%	31%	-7%	-1%	-9%
CCC(=O)N(Cc1c(C)nn(-c2ccccc2)c1Cl)c1ccc(Cl)cc1	5%	11%	-2%	1%	1%	63%[activator]	-3%	-9%	1%[59 µM]
COc1ccc(C(=O)CC(c2ccccc2)C2CCCCC2=O)cc1 (stereo unspecified)	15%	0%	-2%	-1%	7%	43%[activator]	6%	2%	10%
CCN(CC)CCNC(=O)c1ccc(NC(=O)c2cccc(S(=O)(=O)Nc3ccc(C)cc3)c2)cc1	19%	-17%	58%[activator]	-22%	-5%	22%	x	17%	u
COc1cccc(N(C(=O)c2snc(C(N)=O)c2N)C(C(=O)NCC2CCCO2)c2ccc(C)o2)c1 (stereo unspecified)	u	-9%	-2%	-2%	1%	23%	2%	-1%	17%[59 µM]
O=C(c1ccc(Cl)cc1)[C@@H]1[C@@H]2C(=O)N(c3ccccc3)C(=O)[C@@H]2C2c3ccccc3C=NN21 (stereo partly specified)	u	-11%	-6%	-32%	u	27%	3%	8%	20µM*
Cc1ccc(-n2nnnc2C2CCN(S(=O)(=O)c3ccc(OC(F)(F)F)cc3)CC2)cc1	18%	0%	-5%	3%	-2%	51%[activator]	i	2%	7%[59 µM]
Cc1ccccc1-c1nc2cc(NC(=O)c3cccc(OCCC(C)C)c3)ccc2o1	26%	8%	-8%	-6%	25%	49%[activator]	i	-12%	1%[59 µM]
CCOc1ccc(-c2c(=O)n(OCc3ccc([N+](=O)[O-])cc3)c3ccccc3[n+]2[O-])c(OCC)c1	88%[activator]	x	x	2%	-3%	13%	-1%	8%	x
O=C(CNC1CCCC1)Nc1ccc(N2CCCCCC2)cc1	84%[activator]	22µM*	0%	2.8µM*	5%	40µM*	-5%	u	5.6µM*
COc1cccc(-c2cn3c(n2)sc2cc(C(=O)NCc4cccs4)ccc23)c1	27%	-1%	2%	2%	-5%	49%[activator]	-5%	-9%	-2%[59 µM]
Cn1c(SCc2cc([N+](=O)[O-])cc3c2OCOC3)nnc1-c1ccccn1	21%	-17%	-3%	-15%	-1%	25%	i	1%	-7%
COc1ccc(-n2ccsc2=S)cc1	-5%	-2%	-4%	-13%	0%	8%	-10%	23%	-10%
CCN(CC)c1ccc(NC(=O)c2cccnc2)cc1	-4%	u	-2%	-25%	-3%	9%	3%	65%[activator]	10µM*
COc1cc([N+](=O)[O-])ccc1NC(=O)CN1CCN(C(=O)c2ccco2)CC1	67%[activator]	-13%	-1%	-11%	-3%	37%[activator]	4%	-10%	-12%[12.7 µM]
CCOC(=O)c1c(NC(=O)c2cc(-c3ccc(Br)cc3)on2)sc(C(C)=O)c1C	-9%	-28%	-3%	-17%	-1%	11%	-9%	-6%	-36%[59 µM]
COc1ccc(N/C(=N/c2nc(C)cc(C)n2)NC(=O)Nc2ccc(Cl)c(Cl)c2)c(OC)c1	33%[activator]	-20%	0%	-10%	-3%	24%	0%	-16%	-4%
CC(=O)N1CCc2c(sc3c2c(=O)n(-c2ccc(C)cc2)c(=O)n3Cc2c(F)cccc2Cl)C1	3%	2%	-19%	-14%	15%	21%	4%	-13%	2%[59 µM]
CCOC(=O)Cc1csc(NC(=O)CN2CCCCC2)n1	-6%	5%	-1%	u	-2%	15%	-2%	1%	x
Cc1cc2cc(CN(CCCO)S(=O)(=O)c3cccc4nsnc34)c(=O)[nH]c2cc1C	-7%[58.9 µM]	u	-1%	-30%	2%	-4%	i	-6%	-10%
COCc1ccc(CN2CCC(CO)(CC3CCCCO3)CC2)o1 (stereo unspecified)	37%[activator]	-11%	-3%	-13%	-1%	36%	-2%	-1%	x

Profiles, looked up by structure. Order of screens: POLI inh	BAZ2B block	BLM inh	JMJD2A Tudor inh	Pin1 inhibitor	HP1b chromo inh	Tb PGK inh	GLS inhibitor	G9a block
Record of `COc1cc(NC(=O)COC(=O)CO/N=C(\C)c2ccc3c(c2)OCO3)cc(OC)c1` = 0%	5%	x	-29%	-1%	18%	i	-1%	22%[12.7 µM]
Record of `CCOC(=O)Cc1csc(NC(=O)CN2CCCCC2)n1` = -6%	5%	-1%	u	-2%	15%	-2%	1%	x
